ASM inhibitor: inhibitors of human secretory acid sphingomyelinase; P17405; placental ASM, HMU-PC fluorogenic substrate, 60 min; Potency, µM (top dose mostly 57.5 µM), inactives show at the top dose activity change, negative = inhibition, most hits filed as inhibitors; actives 0.006% (n = 340,000); AID 504937; also: potency is read from the fitted curve at half-maximal effect
Target sequence (P17405 47-631 limits assumed): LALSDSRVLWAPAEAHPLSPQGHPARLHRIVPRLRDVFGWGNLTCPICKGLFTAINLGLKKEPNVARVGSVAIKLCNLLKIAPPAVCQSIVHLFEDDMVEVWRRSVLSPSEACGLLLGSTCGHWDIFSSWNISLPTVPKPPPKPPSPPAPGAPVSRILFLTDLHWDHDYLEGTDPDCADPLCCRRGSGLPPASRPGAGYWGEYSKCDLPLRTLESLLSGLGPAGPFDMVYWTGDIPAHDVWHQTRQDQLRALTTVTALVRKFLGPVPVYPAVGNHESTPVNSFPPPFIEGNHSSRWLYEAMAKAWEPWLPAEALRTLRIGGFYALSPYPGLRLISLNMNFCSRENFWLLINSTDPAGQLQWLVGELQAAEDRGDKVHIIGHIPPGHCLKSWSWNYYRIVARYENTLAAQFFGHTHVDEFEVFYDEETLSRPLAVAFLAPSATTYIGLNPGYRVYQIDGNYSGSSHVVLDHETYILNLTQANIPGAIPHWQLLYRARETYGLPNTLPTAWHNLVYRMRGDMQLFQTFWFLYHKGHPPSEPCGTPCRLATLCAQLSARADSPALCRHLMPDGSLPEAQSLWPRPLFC
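Human placenta-derived ASM enzyme was preincubated with compound for 10 minutes at room temperature, then given fluorogenic substrate HMU-PC0 (9 uM final) for 60 minutes at 37 °C; a pH 10 stop preceded fluorescence reading at Ex 386/Em 447 nm.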
TSG101-PTAP inh: blocks PTAP/TSG101 interaction to inhibit HIV-1 budding. Fluorescence polarization, FITC-PTAP peptide / Tsg101 binding. 340,000 tested, under 10 active. AID 493005. Potency, µM (series often up to 115 µM), for inactives: at the top dose activity change, negative = inhibition, most hits filed as inhibitors. Q99816; active = well fitted inhibition curve with a large enough effect in the main read-out, with a control signal flat, not every such curve was filed as active; inconclusive = small, poorly fitted or top-dose-only effect, or effect the other way, or a change in a side signal; inactive = no such curve, though single readings can be large or run the other way; also: potency is read from the fitted curve at half-maximal effect; % of control where 0% means no effect
Target sequence (Q99816 whole entry, looked up): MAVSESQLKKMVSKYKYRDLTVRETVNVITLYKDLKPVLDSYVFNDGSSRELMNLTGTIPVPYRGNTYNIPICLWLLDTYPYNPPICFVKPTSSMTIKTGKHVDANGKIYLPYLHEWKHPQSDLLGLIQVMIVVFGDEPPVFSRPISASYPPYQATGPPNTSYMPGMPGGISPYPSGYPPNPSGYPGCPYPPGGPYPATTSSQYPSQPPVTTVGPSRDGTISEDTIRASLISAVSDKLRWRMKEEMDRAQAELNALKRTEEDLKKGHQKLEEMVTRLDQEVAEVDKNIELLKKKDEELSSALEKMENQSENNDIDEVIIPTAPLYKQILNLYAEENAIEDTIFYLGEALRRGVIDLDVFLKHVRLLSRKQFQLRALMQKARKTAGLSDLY
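Fluorescence polarization binding of Tsg101 binding domain (10 uM final) to FITC-labeled PTAP peptide (50 nM final) in HEPES pH 7.5 buffer with NaCl, Tween 20, EDTA, TCEP. Compounds added before peptide; binding 20 min at RT.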
uPA generation: inhibitors of cell surface uPA generation | cell surface uPA generation assay, qHTS | Potency, µM (series often up to 38.3 µM), without a hit: at the highest dose activity change, negative = inhibition, most hits filed as inhibitors | actives 0.31% (n = 330,000) | AID 540303; active = well fitted inhibition curve with a large enough effect; inconclusive = small, poorly fitted or top-dose-only effect; inactive = no such curve, though single readings can be large or run the other way; tested in mouse RAW 264.7 cells; also: potency is read from the fitted curve at half-maximal effect; % is scaled to controls: 0 for no effect and ±100 for the full control effect; nearly all actives have a fitted effect of over 55% in size
ELG1 genotox: genotoxicity induction in ELG1-luciferase HEK293T cells | HEK293T ELG1-luciferase reporter, luminescence, 16 h | Potency, µM (doses to about 46 µM), inactives show at the top dose activity change, positive = activation, hits mostly activators | actives 1.3% (n = 330,000); also: potency is read from the fitted curve at half-maximal effect; % of control where 0% means no effect; nearly all actives have a fitted effect of over 60% in size
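Cells (2,000/well) expressing the ELG1-luciferase fusion are dosed by pin tool and kept 16 hr at 37 °C, 5% CO2. Signal comes from ONE-Glo luciferase reagent after 30 min at room temperature.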
BRCA1 expr act: activators of BRCA1 expression | AID 624202 | MCF7-BRCA1-FFLuc reporter, luminescence, 48 h; response scale: scaled: vehicle 0%, 10 µM genistein 100% | Potency, µM (highest dose often 46.1 µM), without a hit: at the top dose activation, most hits filed as activators | actives 1.1% (n = 380,000); also: potency is read from the fitted curve at half-maximal effect; nearly all actives have a fitted effect of over 80% in size; some results filed as inactive show a strong effect at the top dose
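Using MCF7 cells harboring a BRCA1 firefly luciferase reporter, plated 2 h before compound pinning, the screen measured luminescence after 48 h incubation. Responses were normalized to DMSO and 10 microM genistein, then fitted for concentration-effect.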
TRPV1 agonist: human TRPV1 agonism. TRPV1-expressing cells, Fluo-8 calcium influx, agonist mode. Q8NER1. activation, % at 8.33 µM. actives 0.19% (n = 320,000); in the data active = activation above about 80%; inconclusive = between about 30% and that limit; also: 0% is about no effect
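Fluo-8 calcium influx in TRPV1-expressing cells, kinetic read (ex 480/em 520 nm). Compound added and read 3 min for agonist activity, followed by capsaicin at EC20 final and 2 min further read for enhancement.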
USP2a block: inhibitors of human ubiquitin-specific protease USP2a; USP2 core, Ub-CHOP2 coupled fluorogenic reporter, 485/531; Potency, µM (titrated, usually from 38.3 µM), without a hit: at the top dose activity change, negative = inhibition, most hits filed as inhibitors; actives 0.01% (n = 330,000); AID 463254;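 also: potency is read from the fitted curve at half-maximal effect; plate controls were DMSO wells for no effect and full inhibition by NEM control for full effect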
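USP2 core (10nM final) preincubated 30min RT with compound in 20mM Tris-HCl pH 8.0, 2mM CaCl2, 2mM beta-mercaptoethanol, 0.05% CHAPS; 25nM Ub-CHOP2 plus 25nM reporter substrate added, fluorescence (Ex485/Em531) read after 60min.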
p53 reactivator: re-activators of mutant p53; H1299 p53-A138V BP100-luciferase reporter, luminescence, 24 h; Potency, µM (top dose mostly 92.2 µM), inactives show at the highest dose activity change, positive = activation, most hits filed as activators; actives 0.063% (n = 320,000); also: potency is read from the fitted curve at half-maximal effect; % of control where 0% means no effect; nearly all actives have a fitted effect of over 45% in size
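H1299 (p53-null), stable ts p53-A138V + BP100-Luc; 1000 cells/well, Opti-MEM/10% FBS; cpd 4 pt, 1:5; 24 h, 37 deg C, 5% CO2; detection reagent 10 min RT; luminescence.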
Eya2 inh: inhibitors of human Eya2 phosphatase activity; AID 488837; recombinant Eya2, OMFP fluorescence dephosphorylation (OMFP is methylfluorescein phosphate); Potency, µM (series often up to 76.9 µM), for the others: at the highest dose activity, negative = inhibition, actives largely listed as inhibitors; actives 0.006% (n = 330,000); O00167; also: potency is read from the fitted curve at half-maximal effect; % is scaled to controls: 0 for no effect and ±100 for the full control effect
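Eya2 protein (added as 0.2 uM solution) was preincubated with compound for 10 min at ambient temperature in 50 mM HEPES pH 7.5, 50 mM NaCl, 5 uM MgCl2, 0.05% BSA, 1 mM DTT. OMFP (added at 50 uM) then reacted 10 min; fluorescence read at 485/525 nm.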
B2AR arrestin: agonists driving beta-arrestin recruitment to human beta2-adrenergic receptor; P07550; beta-arrestin recruitment to beta2AR, cell-based reporter; Potency, µM (doses to about 46.1 µM), for inactives: at the highest dose activation, usual class: activators; actives 0.02% (n = 330,000); AID 492947;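 also: potency is read from the fitted curve at half-maximal effect; 0% = DMSO controls and full agonism = EC100 isoproterenol or metaproterenol; nearly all actives have a fitted effect of over 65% in size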
a7 integrin act: integrin-mediated muscular dystrophy alleviation activation; AID 624291; actives 0.064% (n = 350,000); Potency, µM (series often up to 38.3 µM), for the others: top-dose activation, actives largely listed as activators; alpha7betagal myoblasts, beta-gal FDG fluorescence, 48 h;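 also: potency is read from the fitted curve at half-maximal effect; 100% = response of the positive control SU9516; nearly all actives have a fitted effect of over 60% in size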
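Alpha7betagal+/- myoblasts (passage 13) were plated 16-24 hr, then exposed to compounds (1:260 dilution of DMSO stock) for 48 hours at 37C. After MPER lysis, β-galactosidase reporter activity was read as FDG fluorescence (ex 480/em 540) after 30 minutes.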
Numbers without * were called inactive; ? = inconclusive; · = not tested or not shown; [ ] = dose if it differs, or a comment. Unless noted, calls follow the shape of the dose curve; as a rule, active = well fitted curve in the direction sought with a large enough effect; inconclusive = small, poorly fitted or top-dose-only effect, or another doubt; inactive = no such curve, though single readings can be large; an effect the other way counts as inactive or inconclusive. Rows were taken by chance. Share with any hit: about 2.6%.

Start of the data: the first 10 entries, to show the layout:
Every second line gives: ASM inhibitor | TSG101-PTAP inh | uPA generation | ELG1 genotox | BRCA1 expr act | TRPV1 agonist | USP2a block | p53 reactivator | Eya2 inh | B2AR arrestin | a7 integrin act
- N#Cc1ccccc1NC(=O)COC(=O)CN1C(=O)C2CCCCC2C1=O (stereo not given)
→ 2% | -5% | 1% | 4% | -15% | · | 1% | 3% | 7% | 0.3% | -17%
- COCCNC(=S)N1CCN(C(=O)C(=O)Nc2ccc(C(=O)OC)cc2)CC1
→ 5% | -1% | -1% | -4% | -19% | 6 | 3% | 0% | -1% | -0.6% | 7%
- COc1ccc(N2CCN(C(=O)CNS(=O)(=O)c3ccc(C)cc3)CC2)cc1
→ -2% | 0% | -1% | -1% | 0% | -5 | -10% | 2% | 2% | -0.8% | -7%
- O=C1C=C(c2ccc(C(=O)O)cc2)C[C@@H](c2ccc3c(c2)OCO3)C1
→ 7% | · | 3% | 13% | 54% | -4 | -2% | ? | 1% | 0.1% | 13%
- O=c1cc(-c2ccccc2)[nH]c2cc(F)ccc12
→ 4% | -5% | ? | 16% | -53% | -1 | 2% | 12% | 1% | -1.8% | 14%
- CCNC(=S)NNC(=O)c1ccc(=O)n(Cc2ccccc2)c1
→ -2% | 1% | -1% | 5% | -48% | 1 | 3% | 12% | -7% | 0.0% | -11%
- S=C(c1ccc[nH]1)N1CCOCC1
→ 1% | -4% | · | -1% | 1% | -1 | 0% | 1% | 2% | 0.1% | -20%
- CCOCCCN(C)C1CCN(C(=O)c2oc3ccccc3c2NC(=O)Cc2cccc([N+](=O)[O-])c2)CC1
→ -1% | 0% | -4% | -2% | -4% | -2 | 3% | 15% | -2% | 0.3% | -28%
- CCOC(=O)CN1C(c2ccccc2O)Nc2ccc(Br)cc2C1c1ccccc1 (stereo not given)
→ -7% | 1% | 0% | -11% | -18% | ? | -3% | -2% | -7% | 0.1% | 6%
- O=C1CC(N2CCC(c3nc4ccccc4s3)CC2)C(=O)N1 (stereo not given)
→ 3% | -5% | 4% | 7% | 0% | 1 | -1% | 5% | -2% | -0.5% | -9%

The whole of this part, repeating the preview:
Every second line gives: ASM inhibitor | TSG101-PTAP inh | uPA generation | ELG1 genotox | BRCA1 expr act | TRPV1 agonist | USP2a block | p53 reactivator | Eya2 inh | B2AR arrestin | a7 integrin act
- N#Cc1ccccc1NC(=O)COC(=O)CN1C(=O)C2CCCCC2C1=O (stereo not given)
→ 2% | -5% | 1% | 4% | -15% | · | 1% | 3% | 7% | 0.3% | -17%
- COCCNC(=S)N1CCN(C(=O)C(=O)Nc2ccc(C(=O)OC)cc2)CC1
→ 5% | -1% | -1% | -4% | -19% | 6 | 3% | 0% | -1% | -0.6% | 7%
- COc1ccc(N2CCN(C(=O)CNS(=O)(=O)c3ccc(C)cc3)CC2)cc1
→ -2% | 0% | -1% | -1% | 0% | -5 | -10% | 2% | 2% | -0.8% | -7%
- O=C1C=C(c2ccc(C(=O)O)cc2)C[C@@H](c2ccc3c(c2)OCO3)C1
→ 7% | · | 3% | 13% | 54% | -4 | -2% | ? | 1% | 0.1% | 13%
- O=c1cc(-c2ccccc2)[nH]c2cc(F)ccc12
→ 4% | -5% | ? | 16% | -53% | -1 | 2% | 12% | 1% | -1.8% | 14%
- CCNC(=S)NNC(=O)c1ccc(=O)n(Cc2ccccc2)c1
→ -2% | 1% | -1% | 5% | -48% | 1 | 3% | 12% | -7% | 0.0% | -11%
- S=C(c1ccc[nH]1)N1CCOCC1
→ 1% | -4% | · | -1% | 1% | -1 | 0% | 1% | 2% | 0.1% | -20%
- CCOCCCN(C)C1CCN(C(=O)c2oc3ccccc3c2NC(=O)Cc2cccc([N+](=O)[O-])c2)CC1
→ -1% | 0% | -4% | -2% | -4% | -2 | 3% | 15% | -2% | 0.3% | -28%
- CCOC(=O)CN1C(c2ccccc2O)Nc2ccc(Br)cc2C1c1ccccc1 (stereo not given)
→ -7% | 1% | 0% | -11% | -18% | ? | -3% | -2% | -7% | 0.1% | 6%
- O=C1CC(N2CCC(c3nc4ccccc4s3)CC2)C(=O)N1 (stereo not given)
→ 3% | -5% | 4% | 7% | 0% | 1 | -1% | 5% | -2% | -0.5% | -9%
- COc1ccc(NC(=S)N2CCN(c3ccccn3)CC2)cc1
→ 1% | -4% | -25% | -1% | 4% | 1 | 4% | 0% | -1% | -0.5% | 14%
- CC(C)(Cc1ccc(O)cc1)NC(=O)c1ccccc1
→ 2% | -2% | 0% | 1% | -8% | -2 | 1% | 2% | 1% | -0.7% | 2%
- CC1CCCC(C)N1C(=O)c1cc2ncc(CCCl)cn2n1 (stereo not given)
→ 0% | 1% | 0% | -1% | 11% | 6 | 4% | -15% | -10% | 0.0% | 0%
- COc1ccccc1CNC(=S)Nc1ccc(S(N)(=O)=O)cc1
→ -4% | 0% | 0% | -2% | -8% | 0 | 6% | 0% | -22% | 0.1% | ?
- Cc1noc(C)c1S(=O)(=O)Nc1ccc(C(=O)N2CCC(C)CC2)cc1
→ · | · | · | 0% | · | 2 | 2% | -2% | 0% | 0.5% | ·
- O=C(Nc1ccc(F)cc1)c1ccc2snnc2c1
→ -2% | -2% | -1% | ? | 3% | 82* | 0% | ? | 7% | 0.2% | -25%
- O=C(NCc1ccco1)c1cnn2c(C(F)F)cc(-c3ccccc3)nc12
→ 216%[activator] | -5% | 4% | ? | -15% | 3 | -1% | -5% | 18% | -0.1% | 1%
- COc1cccc(NC(=O)Nc2cc(Cl)ccc2C)c1
→ -4% | -2% | 2% | -7% | -4% | -5 | -2% | -3% | 0% | 0.1% | 33%
- Cc1ccc(-c2c(C)sc(NC(=O)C3C4CCC(O4)C3C(=O)O)c2C(=O)OC(C)C)cc1 (stereo not given)
→ -27% | -3% | 2% | 2% | -29% | 2 | 2% | 1% | -17% | 0.0% | -2%
- CCOC(=O)C1CCCN(C(=O)Cn2ncc3c(=O)oc4ccc(C)cc4c32)C1 (stereo not given)
→ 1% | -5% | 10% | · | -12% | · | · | · | · | · | 2%
- CCOCCCN(C)C1CCN(C(=O)c2oc3ccccc3c2NC(=O)COc2cccc(C)c2)CC1
→ 0% | -1% | -7% | -13% | 1% | 8 | 2% | 14% | -10% | -0.4% | -57%[inhibitor]
- CCOC(=O)c1ccc(NC(=O)CSc2nc3cccnc3n2C)cc1
→ -4% | -4% | -1% | -1% | -20% | 1 | 1% | 1% | -2% | -0.8% | 0%
- Cc1cccc(CCNC(=O)C2CCN(S(=O)(=O)c3ccccc3)CC2)c1
→ 0% | 0% | 0% | -2% | 20% | 11 | 1% | -2% | 1% | -0.4% | -7%
- CN(Cc1cccc(F)c1)C(=O)CSc1nnc(C2CC2)n1C1CC1
→ 6% | 0% | 4% | -3% | -5% | 4 | -1% | -5% | 9% | 0.0% | -3%
- COc1ccc(CNC(=O)CCCC(=O)n2nc(C)c3ccccc32)cc1
→ -2% | -4% | 0% | -4% | -4% | 24 | 3% | -8% | 14% | -1.0% | 36%
- COc1cccc2c(N/N=C/c3ccc(O)c(O)c3)cc(C)nc12
→ 2% | 0% | -1% | ? | 27% | 9 | 3% | -23% | -7% | -0.6% | -13%
- OCCOCCNc1ncnc2sc(-c3ccccc3)cc12
→ -6% | -8% | -7% | 3% | -33% | ? | 2% | -6% | 14% | 0.5% | 10%
- N#Cc1ccccc1OCC(=O)NC(N)=O
→ 0% | -3% | 0% | 0% | 9% | -2 | 4% | 4% | -7% | -0.2% | 16%
- COc1ccc([N+](=O)[O-])cc1C(=O)Nc1ccc(Cc2ccncc2)cc1
→ 0% | 2% | -6% | ? | -33% | 2 | 1% | 6% | -1% | 0.0% | -9%
- COc1ccc(NC2CCCN(C(=O)c3cc4ncccn4n3)C2)cc1 (stereo not given)
→ -2% | -4% | 10% | 13% | 30% | -8 | -1% | 18% | 0% | -0.2% | ?
- Cc1cccc(OCCC(=O)Nc2ccccc2C(N)=O)c1
→ 0% | 1% | -1% | -2% | 45% | 19 | 0% | 12% | -17% | -0.1% | -12%
- O=C(CCCN1C(=O)C2C3C=CC(C3)C2C1=O)N1CCN(c2ccccc2)CC1 (stereo not given)
→ 2% | -5% | -1% | -3% | 6% | · | 2% | 3% | 1% | -0.5% | -15%
- O=C(COC(=O)Cc1ccc(F)cc1)NC1CCCCCC1
→ 4% | -2% | 2% | 2% | 2% | 25 | 2% | -1% | 29% | 0.4% | -9%

Compound activity deposited in PubChem BioAssay by National Center for Advancing Translational Sciences (NCATS).
